KLF5 inhibitor: KLF5 expression inhibitors, primary screen, DLD-1 cells, luminescence; DLD-1 KLF5 promoter-luciferase reporter; inhibition, % at 5 µM; actives 0.23% (n = 290,000); AID 1700, 2009;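 active means inhibition above a per-plate limit of that plate's mean compound inhibition plus 3 SD, cut at about 60% in these data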;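 further: 0% = DMSO wells and 100% = LY294002 at 200 µM; higher means less KLF5 promoter-driven luciferase light; inactives centre near -14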
HSP90 inh: HSP90 inhibitors, primary screen, cell lysate, luminescence; Heat shock protein HSP 90 (rabbit reticulocyte lysate; luciferase refolding); Rabbit reticulocyte lysate, luciferase refolding luminescence, 3 h; inhibition, % at 5.6 µM; actives 0.91% (n = 290,000);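 active means inhibition above the screen-wide mean plus 3 SD, computed separately per campaign, cut at about 16% in these data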;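 further: 0% = DMSO wells and 100% = 60 µM geldanamycin wells; inhibitors lower the luminescence because luciferase stays unfolded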
GSK3A inh: blockers of GSK3A enzyme activity – biochemical, luminescence, cell-free homogeneous, HTS, primary screen; Glycogen synthase kinase-3 alpha (Homo sapiens), P49840; GSK-3 alpha kinase, ADP-Glo luminescence, 60 min; inhibition, % at 10 µM; actives 0.1% (n = 320,000); AID 2650, 2010;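 in the data active means inhibition above about 50%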;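 further: GST-tagged GSK-3 alpha with peptide substrate and 25 µM ATP; 0% = DMSO neutral wells and 100% = GW8510 positive control wells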
Target sequence (P49840 whole entry, looked up): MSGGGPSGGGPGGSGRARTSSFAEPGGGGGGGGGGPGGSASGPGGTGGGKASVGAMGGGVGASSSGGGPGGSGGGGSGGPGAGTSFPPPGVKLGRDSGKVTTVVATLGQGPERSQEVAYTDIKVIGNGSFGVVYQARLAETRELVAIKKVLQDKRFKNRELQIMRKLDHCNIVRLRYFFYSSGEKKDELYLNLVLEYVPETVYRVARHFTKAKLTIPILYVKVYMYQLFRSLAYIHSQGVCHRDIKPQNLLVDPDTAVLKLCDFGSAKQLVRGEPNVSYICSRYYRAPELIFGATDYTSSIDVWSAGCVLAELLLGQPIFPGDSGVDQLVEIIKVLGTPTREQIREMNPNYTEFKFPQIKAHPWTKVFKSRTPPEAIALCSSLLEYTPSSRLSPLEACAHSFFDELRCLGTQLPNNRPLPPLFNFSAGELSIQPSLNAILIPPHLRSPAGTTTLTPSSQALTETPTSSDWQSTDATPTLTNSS
aSyn 5UTR inh: MLPCN primary screen, SNCA 5' untranslated region. AID 1813, 2009. actives 0.82% (n = 300,000). inhibition, % (tested at 7.5 µM). alpha-synuclein 5'UTR reporter, inhibitor activity; in the data active means inhibition above about 60%; inconclusive means no clear call, values can overlap the other calls;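 further: H4 neuroglioblastoma cells stably carrying SNCA 5'UTR luciferase fusion; 0% = DMSO wells and 100% = positive control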
HIF activator: HIF pathway transcriptional activators, primary screen, cell-based, U2OS HRE-luciferase, luminescence; U2OS HRE-luciferase reporter; normalized: DMSO 0%, desferrioxamine 100%; activation, % at 7.5 µM (by protocol); actives 0.32% (n = 300,000); AID 1910, 2009;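 active means mean activation of at least 10% of the iron chelator positive control signal, with at least half of replicates also reaching 10%; inconclusive means mean and replicate majority disagree about reaching 10%; inactive means mean and most replicates under 10%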
AI-2 QS mod: Vibrio harveyi AI-2 quorum sensing modulators, primary screen, JMH597 strain, luminescence/OD600 ratio. Vibrio harveyi JMH597 AI-2 luminescence/OD600 ratio, 9 h; hits give low values; strain lacks LuxN and CqsS sensors; 0 = neutral-control median. activity change, % at 7.5 µM. actives 0.4% (n = 300,000); in the data active means activity change below about -75%, passing the limit was not always enough; inconclusive means no clear call, values can overlap the other calls;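 further: luminescence divided by OD600 gain over 9 h not by final OD600 alone; inactives centre near 13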
HSF1 activator: HSF-1 activators, primary screen, NIH3T3-HGL cells, MG132 stress, luminescence, single point; actives 1.7% (n = 300,000); activation, % at 9 µM; AID 504408, 2011; NIH3T3-HGL HSF-1 luciferase reporter, 8 h; 100% = twice DMSO control signal;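 active means mean replicate activation of at least 50% with a set share of replicates each reaching 50%; inconclusive means only one of those two conditions met; inactive means mean below 50% and too few replicates reaching it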;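 further: 0% = median of the neutral control wells and 100% = twice that signal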
IEC-6 cytotox: cytotoxicity in IEC-6 intestinal epithelial cells, primary screen, cytotoxicity control for KLF5 inhibitor project, cell-based, luminescence | AID 1825, 2009 | actives 0.78% (n = 290,000) | IEC-6 cytotoxicity, luminescence viability | inhibition, % at 5 µM; in the data active means inhibition above about 22%;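 further: 0% = plate median of test compound wells and 100% = cytotoxic reference compound wells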
GSK3B inh: human GSK3beta kinase inhibitors, primary screen, biochemical, cell-free homogeneous, HTS; Glycogen synthase kinase-3 beta (Homo sapiens), P49841; GST-GSK3beta kinase, ADP-Glo luminescence, 60 min; hits give low values; activity score (negative = inhibition), % at 10 µM; actives 0.038% (n = 300,000);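 active means more than half of replicate wells score below -50%, meaning over 50% inhibition versus plate controls; inconclusive means some replicates but at most half score below -50%; inactive means no replicate scores below -50%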;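 further: 0% = median DMSO wells and -100% = median GW8510 positive control wells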
Target sequence (P49841 whole entry, looked up): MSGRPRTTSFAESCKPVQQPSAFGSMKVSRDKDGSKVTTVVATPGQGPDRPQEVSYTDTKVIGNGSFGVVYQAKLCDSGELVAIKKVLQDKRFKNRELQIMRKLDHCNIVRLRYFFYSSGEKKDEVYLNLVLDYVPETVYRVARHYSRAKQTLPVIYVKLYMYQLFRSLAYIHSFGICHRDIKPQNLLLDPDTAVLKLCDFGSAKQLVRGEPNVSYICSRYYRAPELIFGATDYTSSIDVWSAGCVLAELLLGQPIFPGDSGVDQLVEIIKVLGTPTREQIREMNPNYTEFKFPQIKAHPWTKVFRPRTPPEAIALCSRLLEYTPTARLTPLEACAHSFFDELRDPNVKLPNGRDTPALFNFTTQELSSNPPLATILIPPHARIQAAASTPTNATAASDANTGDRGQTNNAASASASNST
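Assay system: GST-fused GSK3beta enzyme, cell-free / Medium: Tris pH 7.5 buffer with MgCl2, DTT, BSA, heparin / Also added: peptide substrate plus 25 µM ATP (final) / Compound: 10 µM single point / Timing: kinase reaction with compound 60 min at room temperature / Detection: ADP-Glo luminescence / Benchmarks: DMSO neutral wells and GW8510 at 20 µM as positive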
HSF1 inh: HSF1 inhibitors in luciferase reporter cells, primary screen, cell-based, NIH3T3, luminescence; NIH3T3-HGL HSE-luciferase, MG132-induced, luminescence 8 h; hits give low values; activity change, negative = inhibition, % at 7.5 µM (by protocol); actives 0.77% (n = 300,000); AID 2098, 2009;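 active means more than half of replicate wells show activity change below -50%, luminescence cut by over half; inconclusive means some wells, but at most half, below -50%; inactive means no replicate well below -50%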;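 further: luciferase reports HSF-1 transcriptional activity via heat shock element; 0% = median of DMSO wells and -100% = zero luminescence signal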
* hit, by the source's call; ? = inconclusive; . = not tested or not shown.

SMILES	KLF5 inhibitor	HSP90 inh	GSK3A inh	aSyn 5UTR inh	HIF activator	AI-2 QS mod	HSF1 activator	IEC-6 cytotox	GSK3B inh	HSF1 inh
Cc1cc(C)c(NC(=O)CCN2CCN(Cc3ccccc3)CC2)c(C)c1	.	.	-4	98*	-0.3	-2	9	.	-1	1
CCc1nnc(NS(=O)(=O)c2ccc(NC(=O)c3cc(Cl)ccc3[N+](=O)[O-])cc2)s1	-37	-4	-1	3	-0.2	29	-2	0	3	-5
O=C(O)c1ccc(N=NN2CCOCC2)cc1	-63	21*	-1	5	-3.8	29	-17	2	3	-5
CCS(=O)(=O)N1CCN(Cc2ccc([N+](=O)[O-])cc2)CC1	-15	0	-2	2	0.1	3	-11	-1	6	-2
COc1ccc(OC)c(NC(=O)N2CCCc3ccccc32)c1	1	-4	-2	8	-0.4	23	-16	-1	0	-18
CC(=O)Nc1cccc(NC(=O)c2ccc3c(c2)CCN3S(C)(=O)=O)c1	-53	-7	-2	0	-10	-3	26	0	2	-6
CC(C(=O)NCc1ccccc1)N1C(=O)c2ccccc2C1=O (centres undefined)	-17	-5	-4	8	-2.0	4	-10	-5	-4	2
CN(C)c1ccc2c(c1)Sc1cc(N(C)C)ccc1N2C(=O)c1ccccc1	-19	7	1	24	0.7	27	10	-2	1	2
Cc1[nH]c(-c2ccc(F)cc2)cc1C(=O)N1CCN(c2ccccc2F)CC1	-49	1	0	19	-30	45	1	-6	2	6
Cc1cc(C(C)(C)C)oc1C(=O)N(CC(=O)NC1CCCC1)Cc1ccc(Cl)cc1	3	-1	1	-6	-0.3	11	.	11	-1	.
Nc1c(S(=O)(=O)c2cccc(Cl)c2)c2nc3ccccc3nc2n1CCN1CCOCC1	4	-1	-4	18	-0.2	26	37	-9	0	15
CCC(C)(C(=O)NC1CCCCC1)N(C(=O)CC1NC(=O)NC1=O)c1c(C)n(C)n(-c2ccccc2)c1=O (centres undefined)	-21	-3	2	-4	-0.3	15	-22	-6	-1	-6
CC(=O)Nc1ccc(NC(=O)C(=O)NCC(c2ccco2)N2CCc3ccccc32)cc1 (centres undefined)	.	.	-1	10	0.2	11	1	.	0	4
COc1cc([N+](=O)[O-])ccc1NC(=O)CN1CCOCC1	-14	-2	1	2	-0.7	18	-9	-6	-4	-4
COC(=O)c1sc(N2C(=O)C(=O)/C(=C(/O)c3ccc(C)cc3)C2c2ccco2)nc1C (centres undefined)	-17	5	9	22	0.4	16	14	-10	4	6
COC(=O)c1cc(C#N)c(Oc2cccc(C)c2C)nc1C	33	1	1	22	-0.5	15	2	0	2	-3
O=S(=O)(NC1CCN(Cc2ccccc2)CC1)c1ccc2ccccc2c1	2	0	-1	2	0.2	28	11	0	2	-5
O=C(NCc1csc2ccc(Cl)cc12)Nc1cccc2ccccc12	-5	3	-1	9	-0.6	11	17	0	2	-2
N#Cc1cnn2ccc(-c3ccc4c(c3)CCC4)nc12	-27	6	-1	2	2.0	15	10	7	0	11
Cc1ccc(-c2nc(CS(=O)(=O)CC(=O)N3CCCCCC3)c(C)o2)cc1	-18	-9	-4	23	0.1	20	5	2	1	2
COc1ccccc1N(CC(=O)NCc1ccccn1)S(C)(=O)=O	-41	1	0	15	-0.4	25	-22	-4	-1	-9
COc1ccc(N(CC(=O)NCc2ccc(Cl)cc2)S(=O)(=O)c2c(C)n[nH]c2C)cc1	-22	-2	-1	1	-0.5	18	2	-5	1	20
CC(C)(C)C(=O)Nc1nnc(SCc2cccc(F)c2)s1	-68	-3	0	-174	5.2	18	32	4	4	21
O=C(c1ccsc1)N1CCCC(N2CCN(c3cccc(C(F)(F)F)c3)CC2)C1 (centres undefined)	-18	-3	5	8	0.2	35	8	-8	0	-1
O=C(c1cccc(F)c1)N1CCN(C(=O)C(c2ccccc2)c2ccccc2)CC1	8	0	1	2	-0.3	18	2	-4	4	-11
O=C(C[n+]1ccccc1)Nc1ccccc1Br	-23	-2	-3	-3	-0.4	-8	3	-2	-2	-8
O=C(Nc1ccc(Cl)cc1)Nc1cccnc1	-67	3	5	-66	1.5	9	13	-1	0	7
Cc1cccc(C(=O)OCC(=O)NCCCc2ccccc2)c1	-6	-1	-1	-9	-0.1	37	1	-3	0	-4
COc1ccc(C(=O)Nc2ccc(C(=O)Nc3cccc(C)c3)cc2)cc1	-9	-4	-2	-1	-0.3	27	8	2	-1	-4
COc1cccc(NC(=O)Cn2c3ccccc3c3nc4n(c(=O)c32)CCCS4)c1	-23	-2	-1	-9	-0.5	31	5	2	-7	7
Cc1ccc(N(C(=O)CS(=O)CC(=O)Nc2ccc(F)cc2)C(C)C(=O)NC(C)(C)C)cc1 (centres undefined)	19	4	1	10	-0.2	12	28	3	-4	-2
Cn1c(Cn2c(=O)sc3ccccc32)nnc1SCc1cccnc1	-17	0	-2	9	0.1	-5	-12	-6	0	-3
Nc1cc(=O)[nH]c(SCCSc2ccccc2F)n1	-25	6	-1	67*	0.1	5	20	-1	5	1
CC1CN(C(=O)c2cc3ccccc3oc2=O)CC(C)O1 (centres undefined)	-7	1	-1	7	-0.1	13	2	4	-5	-10
COc1ccccc1CN1C(=O)CNC1=S	-9	1	4	2	-0.1	-6	-3	-2	-1	4
O=C(NC1CCCCC1)c1ccccc1NC(=O)C1CC(=O)N(c2ccccc2)C1 (centres undefined)	-19	2	-3	13	-0.2	14	3	-8	0	0
CS(=O)(=O)Nc1ccc(C(=O)NCCSc2ccc(Cl)cc2)cc1	-29	-8	-3	-20	-0.1	11	25	9	1	6
CC(C)CC(CCc1ccccc1)OS(N)(=O)=O (centres undefined)	-8	-4	3	4	-0.3	2	46	9	2	24
c1ccc2c(c1)oc1c(NCC3CCCO3)ncnc12 (centres undefined)	2	-7	1	-178	3.0	25	17	-1	4	6
COc1ccc(-c2ncn(CCC#N)c2[N+](=O)[O-])cc1	-26	0	.	-11	0.0	11	0	3	1	0
COc1cc2c(cc1OC)CN(S(=O)(=O)/C=C/c1ccccc1)CC2	-66	0	0	13	-16	36	4	-4	-5	-1
COc1ccc(NC(=O)CN(C)C(=O)Cc2n[nH]c(=O)c3ccccc23)cc1	.	.	2	6	0.9	11	-20	.	0	-8
CC(N)c1ccc(Cl)cc1Cl (centres undefined)	-25	-1	-1	20	-0.4	30	-11	7	-1	-1
CSc1ncc(CN2CCN(C3CCCCC3)C(CCO)C2)cn1 (centres undefined)	-38	5	-2	9	0.2	18	-20	-5	1	-9
CCOP(=O)(OCC)c1nc(-c2ccc(OC)cc2)oc1N1CCOCC1	0	-1	-1	13	-0.3	9	-8	-5	0	-4
CC(O)[C@@H](NC(=O)C1CCC(CNC(=O)[C@H](Cc2ccccc2)NC(=O)OC(C)(C)C)CC1)C(=O)O (some centres undefined)	-44	-5	0	7	-0.6	3	5	-3	0	4
O=C(CCN1C(=O)c2ccccc2C1=O)Nn1cnnc1	-34	0	-1	7	-0.2	7	5	-2	0	-2
CC(=O)c1c(C)[nH]c(C(=O)OC(C)C(=O)Nc2cc(S(=O)(=O)N3CCCCC3)ccc2Cl)c1C (centres undefined)	-1	-4	-7	17	-0.7	13	-21	-1	2	-10
CCc1nnc2n1N=C(c1ccc(Cl)cc1)CS2	-43	-1	5	12	-15	19	15	6	3	-3
CCOC(=O)CSc1nnc(-c2ccc([N+](=O)[O-])cc2)o1	-6	5	0	11	-0.3	13	-8	-2	-3	5
Cc1ccc(NC(=S)N2CCC(N(C)CC3CCCO3)CC2)c(C)c1 (centres undefined)	-28	3	-1	4	-0.6	14	-1	-4	4	5
NC(=O)CC(NC(=O)c1ccc(Br)cc1)c1ccc(NC2CCCCC2)c([N+](=O)[O-])c1 (centres undefined)	-9	-1	1	-15	-1.4	20	7	-4	1	15
Cc1ccc2c(Cl)cc(Cl)c(OCC(=O)N3CCCC3)c2n1	-7	3	-4	27	-0.1	-18	-14	6	1	1
CCC(C)N(C(=O)COC(=O)CCc1c[nH]c2ccccc12)C1CCS(=O)(=O)C1 (centres undefined)	6	7	-5	-5	0.4	15	41	-1	3	2
CN(CC(=O)Nc1cccc(F)c1)C(=O)c1cccc(S(=O)(=O)N2CC3(C)CC2CC(C)(C)C3)c1 (centres undefined)	.	.	1	11	-0.4	20	2	.	1	0
COc1ccc(/C=C/C(=O)O/N=C(\N)c2cccnc2)cc1OC	-20	-2	-2	-32	0.5	-2	4	4	-3	3
COc1ccc2cc(CCNC(=O)c3cccc([N+](=O)[O-])c3)c(=O)[nH]c2c1	-13	-1	0	17	0.1	23	6	4	-4	-8
Cc1ccccc1-c1nc(-c2ccccn2)no1	10	46*	-6	95*	-7.0	10	-53	16	-5	?
Cc1cc(C)cc(C(=O)N(NC(=O)Nc2ccc(Cl)cc2)C(C)(C)C)c1	4	-2	0	-1	-0.2	-4	19	-4	-1	3
COc1cccc2c1Oc1ncccc1N(C(=O)CCC(=O)NCc1cccc(C)c1)C2	-24	4	.	2	.	-5	5	6	0	5
Additional entries
SMILES	KLF5 inhibitor	HSP90 inh	GSK3A inh	aSyn 5UTR inh	HIF activator	AI-2 QS mod	HSF1 activator	IEC-6 cytotox	GSK3B inh	HSF1 inh
COCCNC(=S)Nc1cc(OC)c(OC)cc1C#N	12	2	.	5	-0.6	36	-4	3	0	-3
Cc1nc([N+](=O)[O-])cn1-c1ccc(N)cc1	3	4	5	-11	-0.4	27	-54	-5	0	-42
CC(=O)c1ccc(N2CCN(C(=O)c3cc4c(C)nc5ccccc5c4o3)CC2)cc1	-14	1	0	-6	-0.9	19	-19	3	-2	-7
CN(C)S(=O)(=O)N1CCC(Oc2ccc(C(=O)NCCc3cscn3)cc2)CC1	-39	0	-2	4	0.1	8	1	2	2	-7
COc1ccc(C(=O)C2CCCN(C(=O)C3=CCCC3)C2)cc1OC (centres undefined)	-11	-3	-1	21	-0.1	13	.	-3	1	.

Looked up by compound from above:
SMILES	KLF5 inhibitor	HSP90 inh	GSK3A inh	aSyn 5UTR inh	HIF activator	AI-2 QS mod	HSF1 activator	IEC-6 cytotox	GSK3B inh	HSF1 inh
COc1ccc(C(=O)C2CCCN(C(=O)C3=CCCC3)C2)cc1OC (centres undefined)	-11	-3	-1	21	-0.1	13	.	-3	1	.
COCCNC(=S)Nc1cc(OC)c(OC)cc1C#N	12	2	.	5	-0.6	36	-4	3	0	-3

Source: PubChem
